RGS4-Gao reg – human RGS4-Galphao interaction regulation; Multiplexed bead flow cytometry, RGS4-Galphao binding; actives lie on both sides; binding response (% of control), % at 10 µM; hit rate 0.33% among 220,000; AID 1415; in the data active = binding response below about 49% or above about 150%; inactive = in between;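 note: fluorescent Galphao activated with aluminum fluoride binding bead-coupled RGS4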
RGS8-Gao reg – regulators of human RGS8-Galphao interaction. P09471. hit rate 0.34% among 220,000. multiplexed bead flow cytometry, RGS8-Galphao binding; actives lie on both sides. response (percent of control binding), % at 10 µM; in the data active = response below about 60% or above about 140%; inactive = in between;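 note: Galphao activated as the GDP aluminium fluoride complex binding bead-coupled RGS8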
Bim-Bcl-2 – disrupts Bim peptide binding to human Bcl-2 | P10415 | Bead-based flow cytometry, Bim peptide-Bcl-2 binding | inhibition, % at 10 µM | hit rate 0.06% among 190,000 | AID 950; in the data active = inhibition above about 40%; inconclusive = no clear call, values can overlap the other calls;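 note: 0% = no compound wells with probe peptide and 100% = reference peptide inhibitor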
Target sequence (P10415 whole entry, looked up): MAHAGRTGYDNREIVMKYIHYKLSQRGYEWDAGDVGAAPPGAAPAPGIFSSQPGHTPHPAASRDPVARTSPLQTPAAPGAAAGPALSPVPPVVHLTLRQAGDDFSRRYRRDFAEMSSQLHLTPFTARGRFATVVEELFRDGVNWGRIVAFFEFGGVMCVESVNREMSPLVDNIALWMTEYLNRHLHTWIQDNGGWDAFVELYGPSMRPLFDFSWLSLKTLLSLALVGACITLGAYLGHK
Bim-Bcl-W – inhibitors of Bim-Bcl-W interaction, human. Q92843. inhibition, % at 10 µM. hit rate 0.02% among 190,000. bead-based flow cytometry, Bim peptide-Bcl-W binding;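 note: 0% = bound tracer without compound and 100% = peptide blocker; higher means less fluorescent Bim peptide bound to Bcl-W beads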
GSH fluor – GSH bead compound fluorescence profile; hit rate 0.25% among 190,000; GSH beads flow cytometry, compound fluorescence 488/530 nm; stronger effect = higher value; fluorescence (KMESF) at 10 µM; in the data active = fluorescence above about 89;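 note: glutathione beads carrying GST-tagged Bcl family fusion proteins plus one bare bead set; values are compound well signal with DMSO vehicle wells as background; inactives centre near 16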
ABCG2 block – inhibitors of human ABCG2 transporter, ABCB1 counter-screen; IgMXP3 cells, JC-1 efflux, flow cytometry; Q9UNQ0; hit rate 0.1% among 190,000; inhibition, % at 6.6 µM; AID 1325;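 active = inhibition above 80%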;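 note: 0% = DMSO and 100% = nicardipine control wells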
Target sequence (Q9UNQ0 whole entry, looked up): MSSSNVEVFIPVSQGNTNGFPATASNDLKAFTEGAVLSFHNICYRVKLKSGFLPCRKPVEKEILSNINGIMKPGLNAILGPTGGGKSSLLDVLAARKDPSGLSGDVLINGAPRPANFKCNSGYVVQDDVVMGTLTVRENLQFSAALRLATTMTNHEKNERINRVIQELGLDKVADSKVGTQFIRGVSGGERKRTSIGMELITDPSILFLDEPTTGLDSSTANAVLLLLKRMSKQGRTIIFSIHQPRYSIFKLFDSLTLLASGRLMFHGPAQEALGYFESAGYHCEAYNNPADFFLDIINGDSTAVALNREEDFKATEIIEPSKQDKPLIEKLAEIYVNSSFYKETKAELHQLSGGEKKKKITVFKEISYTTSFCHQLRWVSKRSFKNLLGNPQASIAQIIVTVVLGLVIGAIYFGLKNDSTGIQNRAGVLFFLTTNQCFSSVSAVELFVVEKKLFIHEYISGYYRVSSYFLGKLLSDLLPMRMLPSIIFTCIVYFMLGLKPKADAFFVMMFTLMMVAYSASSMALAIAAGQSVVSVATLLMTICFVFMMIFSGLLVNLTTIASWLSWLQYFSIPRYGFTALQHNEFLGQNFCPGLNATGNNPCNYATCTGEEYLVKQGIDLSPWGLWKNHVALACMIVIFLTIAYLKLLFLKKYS
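System: two drug-resistant human cell lines, ABCG2 and ABCB1; controls: nicardipine high and DMSO low controls; times: 10 min exposure at 25 °C with rotation, no wash; detection: flow cytometry of retained JC-1 fluorescence; read-out basis: percent efflux inhibition, scaled nicardipine 100% to DMSO 0%; doses: one concentration, 6.6 µM final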
Bim-Bfl-1 – human Bim-Bfl-1 interaction inhibition; Q16548; Bead-based flow cytometry, Bim-Bfl-1 binding inhibition; inhibition, % at 10 µM; hit rate 0.12% among 190,000; AID 1008;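 note: 0% = wells without compound plus tracer and 100% = blocker peptide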
RGS7-Gao – human RGS7-Galphao interaction regulation; P09471; Multiplexed bead flow cytometry, RGS7-Galphao binding; actives lie on both sides; binding response (% of control), % at 10 µM; hit rate 0.35% among 220,000; AID 1439; in the data active = binding response below about 49% or above about 150%; inconclusive = no clear call, values can overlap the other calls; inactive = in between;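 note: fluorescent Galphao held in activated GDP-AlF4 state binding bead-coupled RGS7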
Bim-Bcl-XL – disrupts Bim peptide binding to human Bcl-XL; Q07817; bead flow cytometry, fluorescence; inhibition, % at 10 µM; hit rate 0.04% among 190,000; AID 1007
ABCB1 inh – blocks JC-1 efflux by human ABCB1 transporter | P08183 | CCRF-Adr cells, flow cytometry | inhibition, % at 6.6 µM | hit rate 0.067% among 190,000; in the data active = inhibition above about 40%;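 note: 0% = vehicle and 100% = reference inhibitor; higher value means more JC-1 retained so stronger ABCB1 efflux block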
Bim-Bcl-B – human Bim-Bcl-B interaction inhibition. bead-based flow cytometry, Bim peptide-Bcl-B binding. inhibition, % at 10 µM. hit rate 0.073% among 190,000. AID 951;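 note: 0% = tracer peptide without compound and 100% = reference inhibitor peptide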
* hit, by the source's call; ? = inconclusive. Cut-off read from the data, not from the text of the source, unless noted: active = inhibition above about 40%.

compound | RGS8-Gao reg | Bim-Bcl-B | ABCG2 block | GSH fluor | Bim-Bcl-XL | Bim-Bfl-1 | RGS7-Gao | RGS4-Gao reg | ABCB1 inh | Bim-Bcl-W | Bim-Bcl-2
C=CCN1C(=O)C(Cc2ccc(OCC)cc2)SC1=Nc1ccc(C(=O)O)cc1 (stereo not drawn) | 105 | 7 | 3 | 6 | 4 | 14 | 113 | 114 | 0.6 | 2 | 8
COc1cccc(C(=O)Nc2cc(C)ccc2NC(=O)COc2ccccc2)c1 | 104 | -7 | 12 | 22 | -12 | -12 | 102 | 103 | 1.8 | 0 | -9
Cc1c(CCOC(=O)C23CC4(C)CC(C)(CC(C)(C4)C2)C3)sc[n+]1CC(=O)c1ccccc1 | 97 | -1 | 6 | 13 | 0 | -3 | 91 | 98 | 1.0 | -1 | 4
Cc1cc(=O)oc(C)c1C(=O)Nc1cnc2ccccc2c1 | 96 | 3 | 0 | 60 | -2 | 3 | 105 | 105 | -0.1 | 5 | 1
O=C1C2C3C=CC(C3)C2C(=O)N1CNc1ccccn1 (stereo not drawn) | 102 | 3 | 0 | 10 | 0 | 3 | 100 | 101 | -0.1 | -1 | 2
Fc1ccc(/C=N/Nc2nc3ccccc3[nH]2)cc1F | 102 | -12 | 1 | 13 | -1 | 0 | 103 | 102 | -0.4 | -1 | 0
O=c1cc(NCc2ccco2)[nH]c(=O)n1-c1ccc(Br)cc1 | 91 | -10 | 13 | 22 | -9 | -20 | 93 | 83 | 0.6 | -3 | -14
COc1ccccc1N1CCN(C(=O)CCCn2c(=O)[nH]c3ccsc3c2=O)CC1 | 100 | -11 | 6 | 14 | -6 | -6 | 101 | 101 | 0.4 | -4 | -7
CCc1[nH]c(=S)c(C#N)c2c1CCCC2 | 87 | -36 | -5 | 20 | -4 | 27 | 115 | 93 | 1.3 | -2 | 3
O=C(NCc1ccc(Cl)cc1)c1ccc(Br)o1 | 96 | -3 | 1 | 4 | -3 | -10 | 96 | 95 | 0.2 | 4 | -7
O=C(Cc1ccc([N+](=O)[O-])cc1)N1N=C(C2CC2)CC1(O)C(F)(F)F (stereo not drawn) | 96 | 7 | 13 | 23 | 0 | 8 | 79 | 92 | 1.6 | -2 | 4
NNC(=O)CNC(=O)C12CC3CC(CC(C3)C1)C2 | 107 | -1 | 1 | 17 | 3 | -4 | 101 | 107 | 0.4 | -1 | 0
CC1=C(C(=O)OC(C)C)C(c2ccccn2)n2ncnc2N1 (stereo not drawn) | 100 | -6 | 3 | 21 | -6 | -9 | 102 | 100 | 0.8 | 0 | -7
COc1cc(OC)cc(C(=O)N2CCN(c3ncccn3)CC2)c1 | 99 | 0 | 2 | 14 | 0 | 0 | 95 | 98 | 0.7 | 1 | 4
CC(C)(C)CC(=O)OCC(=O)Nc1cc(C(C)(C)C)nn1-c1ccccc1 | 102 | -3 | 1 | 4 | -4 | -12 | 99 | 106 | 0.2 | 8 | -5
C[n+]1cnc(-c2ccccc2)cc1-c1ccccc1 | 103 | -10 | 5 | 9 | 0 | 5 | 109 | 105 | 0.1 | 3 | 1
Cc1cc(C)c2nc(NNC(=O)c3ccc(S(=O)(=O)N4CCCCC4)cc3)sc2c1 | 109 | -9 | -5 | 16 | 0 | 4 | 110 | 107 | -0.5 | 1 | 0
CCC(C)(C)NC(=O)CN(C(=O)c1snc(C(N)=O)c1N)c1ccc2c(c1)OCO2 | 104 | -10 | 1 | 31 | -4 | -8 | 106 | 105 | 0.3 | 0 | -7
CCNc1nc(NCC)nc(C(=O)OCCO)n1 | 102 | -8 | 2 | 27 | -3 | -11 | 105 | 104 | 0.2 | -2 | -8
CC1(C)CC(=O)C(C(=O)c2ccccc2)C(=O)C1 | 103 | 0 | 0 | 20 | 0 | -5 | 102 | 104 | 0.0 | 3 | 1
O=C(O)c1ccccc1C(=O)NCc1ccccc1 | 106 | -6 | 3 | 34 | -4 | -12 | 103 | 102 | -0.4 | -2 | -2
CC(Sc1cnccn1)C(=O)O (stereo not drawn) | 100 | -2 | 8 | 10 | -3 | -2 | 99 | 99 | 0.8 | -1 | -2
CCOc1cc(/C=C/c2ccc3cccc([N+](=O)[O-])c3n2)ccc1O | 93 | 16 | -5 | 5 | 28 | 15 | 96 | 89 | -0.1 | 22 | 16
COc1ccc(Br)cc1C(=O)O | 104 | 0 | 3 | 18 | -2 | -11 | 102 | 102 | 0.2 | 1 | 1
CCOC(=O)c1ccc2[nH]c3ccccc3c2c1 | 103 | -2 | 3 | 15 | -1 | 1 | 105 | 97 | 0.2 | 3 | -4
O=C1c2ccccc2C(=O)N1OS(=O)(=O)c1ccccc1 | 91 | -22 | -5 | 7 | -5 | 36 | 88 | 90 | -0.4 | -3 | 1
O=[N+]([O-])c1cc(Cl)ccc1N1CCCCC1 | 103 | -5 | 4 | 18 | 2 | -1 | 103 | 107 | 1.7 | 2 | 0
N#CCSc1nc(Nc2ccc3c(c2)OCO3)c2ccccc2n1 | 102 | 0 | 2 | 11 | 7 | 0 | 107 | 105 | 0.1 | 6 | -4
N#Cc1cn(-c2ccccc2)nc1C(=O)c1ccccc1 | 102 | -6 | 6 | 38 | -13 | -11 | 99 | 102 | 0.8 | 0 | -8
O=C(C1=C[C@H](c2ccc(Br)cc2)C[C@H](OCCCCO)O1)N1CCN(Cc2ccc3c(c2)OCO3)CC1 | 102 | -2 | 1 | 21 | -2 | 0 | 101 | 106 | 1.2 | -2 | -5
CCS(=O)(=O)NCC(c1ccco1)N1CCN(c2ccccc2F)CC1 (stereo not drawn) | 106 | -3 | 1 | 7 | -6 | -2 | 106 | 105 | 4.3 | -5 | -3
CC1N(C)c2cc(NC(=O)c3ccco3)ccc2C1(C)C (stereo not drawn) | 99 | -8 | -4 | 13 | -3 | -9 | 102 | 98 | -5.3 | 0 | -11
Nc1c(C(=O)Nc2cccc(F)c2)nnn1-c1cccc(C(F)(F)F)c1 | 103 | -8 | 2 | 17 | 0 | 0 | 110 | 105 | -0.2 | -1 | -2
CSc1nc2sc3c(c2c(=O)n1C)CCCC3 | 94 | -1 | 4 | 9 | 2 | -3 | 97 | 84 | 0.2 | 0 | 0
Cc1cccc(C(=O)c2cnc3ccccc3c2-c2ccccc2)c1 | 101 | -3 | 1 | 7 | 1 | -7 | 100 | 99 | 0.2 | 3 | -4
O=C(Nc1ccc(C(=O)N2CCOCC2)cc1)c1cccc([N+](=O)[O-])c1 | 100 | -5 | 6 | 20 | -3 | -5 | 99 | 96 | 0.7 | 0 | 0
CC1CCC2(CC1)Nc1ccccc1C(=O)N2c1ccccc1 (stereo not drawn) | 100 | 1 | 3 | 10 | -3 | -2 | 107 | 97 | 0.9 | 0 | -3
COc1cc(OC)c(NC(=O)c2ccc3c(SCC(=O)O)c4c(nc3c2)CCCC4)cc1Cl | 100 | -1 | -3 | 13 | -4 | -3 | 98 | 103 | -1.0 | -4 | 0
CCn1c(=O)n(CC)c2cc(S(N)(=O)=O)ccc21 | 107 | -5 | 0 | 26 | -4 | -10 | 108 | 107 | 0.2 | 1 | -10
Nc1cc(=O)[nH]c(SCC(=O)Nc2ccc(Cl)c(Cl)c2)n1 | 102 | -8 | 0 | 37 | -12 | -10 | 102 | 106 | 0.3 | 0 | -6
CC(=O)Nc1ccc(S(=O)(=O)NCc2ccccn2)cc1 | 102 | 0 | -4 | 7 | 0 | 3 | 101 | 103 | -0.3 | 0 | 3
CS(=O)(=O)NCCOc1ccc(S(=O)(=O)NCCOc2ccccc2)cc1 | 101 | 0 | 4 | 11 | -4 | -4 | ? | 102 | 0.3 | 1 | 0
C/C(=N\NC(=S)NC1CCCCC1)c1ccc(OC(F)F)cc1OC(F)F | 98 | 2 | 11 | 28 | 0 | 5 | 100 | 105 | 0.6 | -2 | -1
CC/C(CC(C)(C)c1ccccc1)=N\O | 101 | -1 | 1 | 16 | -6 | -2 | 98 | 97 | 0.3 | -4 | 1
Cc1ccc(COc2coc(CO)cc2=O)cc1 | 101 | -2 | 7 | 20 | 0 | 0 | 95 | 94 | 0.4 | 0 | 0
COc1ccc(C2Nc3ccccc3C(=O)N2Cc2ccco2)cc1COc1ccccc1F (stereo not drawn) | 96 | -8 | 4 | 18 | -6 | -12 | 100 | 97 | 1.2 | -1 | -2
COc1ccc(-c2nnc(SCc3cccc(C)c3)n2N)cc1 | 101 | 1 | 1 | 12 | 0 | 1 | 101 | 102 | 0.3 | -2 | 0
N#CC(C(=O)NC1CCCCC1)c1nc2ccccc2nc1N1CCN(c2ccc(F)cc2)CC1 (stereo not drawn) | 102 | -5 | 0 | 21 | 0 | 0 | 107 | 100 | 0.5 | 0 | 0
O=C(O)c1cc(N2N=C(C(F)(F)F)/C(=C/C=C/c3ccco3)C2=O)ccc1Cl | 95 | 0 | -6 | 11 | -3 | 1 | 94 | 98 | -1.2 | -2 | 1
Cn1c(=O)c2cn(-c3ccccc3)cc2n(C)c1=O | 97 | -4 | 1 | 29 | -4 | -1 | 93 | 95 | 0.3 | -2 | -1

A second format for part of the listing above.
Every second line gives: RGS8-Gao reg | Bim-Bcl-B | ABCG2 block | GSH fluor | Bim-Bcl-XL | Bim-Bfl-1 | RGS7-Gao | RGS4-Gao reg | ABCB1 inh | Bim-Bcl-W | Bim-Bcl-2
- C/C(=N\NC(=S)NC1CCCCC1)c1ccc(OC(F)F)cc1OC(F)F
    98 | 2 | 11 | 28 | 0 | 5 | 100 | 105 | 0.6 | -2 | -1
- CC/C(CC(C)(C)c1ccccc1)=N\O
    101 | -1 | 1 | 16 | -6 | -2 | 98 | 97 | 0.3 | -4 | 1
- Cc1ccc(COc2coc(CO)cc2=O)cc1
    101 | -2 | 7 | 20 | 0 | 0 | 95 | 94 | 0.4 | 0 | 0
- COc1ccc(C2Nc3ccccc3C(=O)N2Cc2ccco2)cc1COc1ccccc1F (stereo not drawn)
    96 | -8 | 4 | 18 | -6 | -12 | 100 | 97 | 1.2 | -1 | -2
- COc1ccc(-c2nnc(SCc3cccc(C)c3)n2N)cc1
    101 | 1 | 1 | 12 | 0 | 1 | 101 | 102 | 0.3 | -2 | 0
- N#CC(C(=O)NC1CCCCC1)c1nc2ccccc2nc1N1CCN(c2ccc(F)cc2)CC1 (stereo not drawn)
    102 | -5 | 0 | 21 | 0 | 0 | 107 | 100 | 0.5 | 0 | 0
- O=C(O)c1cc(N2N=C(C(F)(F)F)/C(=C/C=C/c3ccco3)C2=O)ccc1Cl
    95 | 0 | -6 | 11 | -3 | 1 | 94 | 98 | -1.2 | -2 | 1
- Cn1c(=O)c2cn(-c3ccccc3)cc2n(C)c1=O
    97 | -4 | 1 | 29 | -4 | -1 | 93 | 95 | 0.3 | -2 | -1

Compound activity from PubChem BioAssay.
